cardiac RTF act – cardiac RTF calcium sensitivity activators, primary screen, biochemical, IANBD-TnC fluorescence, EC20 calcium; Troponin I, cardiac muscle (Homo sapiens) + Troponin T, cardiac muscle (Homo sapiens) + …; IANBD-labeled TnC RTF fluorescence at EC20 calcium; 0% EC20 calcium, 100% full calcium; activation, % at 7.2 µM; hit rate 0.24% among 340,000;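 active = activation above the mean over all tested compounds plus 3 SD, cut at about 30% in these data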;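 note: rise in fluorescence read as greater calcium sensitivity of cardiac thin filaments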
HTR5A ag – HTR5A agonists in luminescence cell assay, primary screen, counter-screen for OPRM1-OPRD1 heterodimer agonist project, full-deck HTS. AID 504692, 2011. cell-based. 5-hydroxytryptamine receptor 5A (Homo sapiens), P47898. hit rate 0.61% among 340,000. activation, % at 9.3 µM; in the data active = activation mostly above about 9.5%, no sharp cut-off; inactive = mostly below about 7.6%;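 note: 0% = cells with vehicle only and 100% = reference agonist; strong numbers were not always called active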
Wnt act – Wnt/beta-catenin pathway activators, primary screen, cell-based, plate reader, single point | Wnt/beta-catenin reporter cell assay, activator | hit rate 1.2% among 300,000 | AID 743398, 2014 | activation, % at 9.35 µM; in the data active = activation above about 30%, passing the limit was not always enough; inconclusive = no clear call, values can overlap the other calls;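 note: 0% = neutral control wells and 100% = positive control wells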
CDK5 inh – inhibitors of human CDK5/p35 kinase, primary screen, biochemical, single concentration; hit rate 0.01% among 330,000; AID 488839, 2010; Cyclin-dependent kinase 5 (Homo sapiens) + Cyclin-dependent kinase 5 activator 1 (Homo …; Recombinant CDK5/p35, ADP-Glo luminescence, 60 min; inhibition, % at 10 µM;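 active = highest replicate inhibition of at least 50% and at least 75% of replicates reaching 50%; inconclusive = only one of the two criteria met; inactive = both criteria failed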;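 note: plate controls were DMSO neutral control for no effect and GW8510 at 10 µM for full effect; many of its hits are not listed in these tables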
Target sequence (Q00535 whole entry, looked up): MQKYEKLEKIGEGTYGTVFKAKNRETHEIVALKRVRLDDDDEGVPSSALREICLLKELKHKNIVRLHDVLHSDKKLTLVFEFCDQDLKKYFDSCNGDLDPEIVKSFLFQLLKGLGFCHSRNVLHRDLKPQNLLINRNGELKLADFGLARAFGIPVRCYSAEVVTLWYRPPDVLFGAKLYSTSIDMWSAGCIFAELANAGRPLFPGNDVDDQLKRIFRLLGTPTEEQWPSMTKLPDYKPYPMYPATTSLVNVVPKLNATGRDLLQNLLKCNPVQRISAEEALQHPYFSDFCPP
Target sequence (Q15078 whole entry, looked up): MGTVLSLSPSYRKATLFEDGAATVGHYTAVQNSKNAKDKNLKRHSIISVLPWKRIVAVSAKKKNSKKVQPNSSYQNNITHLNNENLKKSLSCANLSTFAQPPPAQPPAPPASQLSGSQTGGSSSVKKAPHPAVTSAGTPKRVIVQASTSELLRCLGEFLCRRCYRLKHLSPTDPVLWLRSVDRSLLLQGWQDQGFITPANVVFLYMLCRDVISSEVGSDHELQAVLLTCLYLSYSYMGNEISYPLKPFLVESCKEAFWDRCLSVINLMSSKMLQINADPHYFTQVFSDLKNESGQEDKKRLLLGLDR
PvdQ acylase – P. aeruginosa PvdQ acylase inhibitors, primary screen, biochemical, fluorescence, plate reader and imaging, single point; PvdQ acylase [Pseudomonas aeruginosa LESB58]; AID 488965, 2010; hit rate 0.063% among 340,000; inhibition, % at 10 µM; purified PvdQ acylase; in the data active = inhibition above about 30%, passing the limit was not always enough; inconclusive = no clear call, values can overlap the other calls;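 note: 0% = vehicle neutral wells and 100% = reference inhibitor wells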
SR-BI DiI-HDL act – activators of SR-BI mediated DiI-HDL uptake, primary screen, ldlA[mSR-BI] CHO cells, DiI fluorescence | 3 h; 100 = double the neutral-control signal | activation, % at 12.5 µM | hit rate 0.096% among 320,000 | AID 504775, 2011;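 active = mean replicate activation of at least 60% and every replicate at or above 60%; inconclusive = mean or all-replicate condition met, but not both; inactive = mean below 60% and not all replicates reaching 60%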;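 note: 0% = median plate neutral-control signal and 100% = twice that signal; values of inactives mirror those of a sister screen read the other way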
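Material: SR-BI-overexpressing, LDLR-lacking CHO cells | Dosing: Single compound concentration, delivered by pin transfer | Probe or stimulus: Labelled HDL, 10 µg/mL | Signal: Bottom-read cell fluorescence after medium removal, ex 550/em 595 nm | Schedule: 3 h, 37 °C | Evaluation: HDL uptake via cellular fluorescence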
SR-BI DiI inh – inhibitors of SR-BI mediated HDL lipid uptake, primary screen, ldlA[mSR-BI] cells, fluorescence, single point; Scavenger receptor class B member 1 (Mus musculus), Q61009; ldlA[mSR-BI] CHO cells, DiI-HDL uptake fluorescence, 3 h; inhibition, % at 12.5 µM; hit rate 0.96% among 320,000; AID 488896, 2010;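 active = mean replicate inhibition of at least 70% and a set share of replicates each scoring 70 or more; inconclusive = meets just one of the two criteria; inactive = fails both criteria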;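 note: 0% = median of neutral control wells and 100% = median of positive control wells; values of inactives mirror those of a sister screen read the other way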
MITF act – activators of MITF-driven TRPM1 promoter reporter, primary screen, cell-based, SK-MEL-5, luciferase, single point | SK-MEL-5 TRPM1-promoter luciferase, 24 h; % of positive control, neutral wells = 0 | activation, % at 12.5 µM | hit rate 0.75% among 300,000 | AID 588334, 2011;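 active = mean activation of at least 80% with every replicate also reaching 80%; inconclusive = mean reaches 80% but some replicate falls short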;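 note: 0% = neutral control wells and 100% = parthenolide positive control wells; values of inactives mirror those of a sister screen read the other way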
Rtt109 Vps75 – inhibitors of C. albicans Rtt109/Vps75 HAT, primary screen, biochemical, ThioGlo CoA-SH fluorescence, plate reader; hit rate 0.16% among 330,000; Histone acetyltransferase RTT109 (Candida albicans (strain SC5314 / ATCC MYA-2876)), …; inhibition, % at 34.9 µM; AID 540336, 2011; purified Rtt109/Vps75, 4 h;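 active = inhibition of at least 50% in every replicate; inconclusive = best replicate reaches 50% inhibition but some replicates fall short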
dFosB act – activators of delta FosB homodimer, primary screen, biochemical, fluorescence polarization, TAMRA-CDK5 oligo, single point; Protein FosB (Mus musculus), P13346; hit rate 0.99% among 340,000; AID 493131, 2011; activation, % at 25 µM; purified delta FosB; percent of positive-control signal above neutral wells;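 active = mean activation above about 17%, with every replicate also reaching it, limit read from the data, passing the limit was not always enough; inconclusive = only one of the two conditions met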;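 note: fluorescence polarization rise as delta FosB binds a TAMRA Cdk5 AP-1 oligo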
Target sequence (P13346 whole entry, looked up): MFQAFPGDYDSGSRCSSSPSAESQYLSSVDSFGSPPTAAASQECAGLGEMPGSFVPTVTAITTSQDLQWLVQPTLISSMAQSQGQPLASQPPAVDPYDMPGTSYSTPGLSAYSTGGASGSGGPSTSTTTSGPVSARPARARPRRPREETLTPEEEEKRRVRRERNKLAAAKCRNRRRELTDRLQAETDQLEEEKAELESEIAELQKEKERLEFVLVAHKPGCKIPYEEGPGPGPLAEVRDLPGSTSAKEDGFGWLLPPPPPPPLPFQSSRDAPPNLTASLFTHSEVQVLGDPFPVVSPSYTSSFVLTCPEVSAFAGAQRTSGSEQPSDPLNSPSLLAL
* hit, by the source's call; ? = inconclusive; nt = no result given.

[1] O=[N+]([O-])c1ccc(N2CCN(S(=O)(=O)c3ccc(Cl)c(Cl)c3)CC2)cc1NCCN1CCOCC1
[2] CC(=O)N1c2ccc(S(=O)(=O)NCC3CCC(C(=O)NC4CCCCC4C)CC3)cc2CC1C (configuration not stated)
[3] COc1ccc(N2CCN(C(=O)c3ccc(C)c(NC(=O)c4ccco4)c3)CC2)cc1
[4] CCOC(=O)CNC(=O)CSc1nnc(NC(=O)c2ccc3c(c2)OCO3)s1
[5] CCCn1c(N)c(N(C)C)c(=O)n(CC(=O)Nc2ccc(OC(F)(F)F)cc2)c1=O
[6] Clc1ccc(Cn2c(-c3cccnc3Cl)nc3ccccc32)cc1
[7] CC(=O)c1ccc2noc(-c3ccc(Cl)cc3)c2c1
[8] COc1ccc(C(=O)c2nccc3cc(OC)c(OC)cc23)cc1OC
[9] CC(NC(=O)c1ccc(Cl)cc1)C(=O)N1CCCCC1 (configuration not stated)
[10] CCOC(=O)C1=C(C)N(C)C(=O)NC1c1ccc(C)s1 (configuration not stated)
assay / compound	1	2	3	4	5	6	7	8	9	10
cardiac RTF act	11	-4	-1	-3	5	-4	8	-3	2	-1
HTR5A ag	4	0	2	1	-1	0	4	8	5	-1
Wnt act	-1	-3	-2	?	nt	nt	1	nt	5	nt
CDK5 inh	-2.5	1.8	-0.4	0.7	-1.9	-1.1	-0.4	0.9	0.6	0.5
PvdQ acylase	8	-8	-16	-4	-13	-1	23	-3	18	-13
SR-BI DiI-HDL act	-7	-23	-6	-5	nt	2	-65	0	16	0
SR-BI DiI inh	7	23	6	5	nt	-2	65	0	-16	0
MITF act	-28	-6	2	1	-2	-10	16	1	10	-5
Rtt109 Vps75	26	2	4	-11	-3	16	7	3	-2	3
dFosB act	0	-5	-8	-7	-4	-6	-14	-7	3	1

[11] Cc1ccc(/C=C/C(=O)OCC(=O)Nc2cccnc2Cl)cc1
[12] O=c1[nH]c(-c2ccccc2)nc(-c2ccccc2)c1Cl
[13] CC(C)CNC(=O)/C=C/C=C/CCCC/C=C/c1ccc2c(c1)OCO2
[14] COc1ccc(-c2noc(CCC(=O)Nc3ccc(C)c(C)c3)n2)cc1
[15] Cc1cc([N+](=O)[O-])nn1CCCC(=O)Nc1cc(Oc2ccc(F)cc2)cc([N+](=O)[O-])c1
[16] COc1ccc(Cc2[nH]n3c(=O)c(Cl)c(C)nc3c2-c2ccccc2)cc1
[17] Cc1noc(NS(=O)(=O)c2ccc(N/C=C\C(=O)c3ccncc3)cc2)c1C
[18] Cc1ccc(C(=O)NC(=S)Nc2ccc(N3CCOCC3)cc2)c(C)c1
[19] CCN1CCN(CC(=O)N2c3ccccc3Sc3ccccc32)CC1
[20] Cc1ccc(CNC(=O)CSc2nc3ccsc3c(=O)n2NC(=O)c2ccccc2)cc1
assay / compound	11	12	13	14	15	16	17	18	19	20
cardiac RTF act	-2	13	5	2	-5	-2	4	-3	-1	-2
HTR5A ag	0	1	11	-2	1	4	3	-1	-1	-1
Wnt act	0	3	-12	-3	nt	-1	8	6	2	nt
CDK5 inh	-1.1	0.9	-0.9	-0.3	0.4	-1.9	-0.5	1.8	0.9	0.0
PvdQ acylase	-13	-19	-10	6	2	-16	-5	-2	7	-4
SR-BI DiI-HDL act	18	20	-6	1	-15	-10	7	-39	33	16
SR-BI DiI inh	-18	-20	6	-1	15	10	-7	39	-33	-16
MITF act	-2	-18	6	-7	9	17	nt	-8	-5	1
Rtt109 Vps75	4	-10	-9	-10	-8	9	nt	6	9	4
dFosB act	-4	0	-6	-9	0	-12	-3	-12	-3	-5

Only HTR5A ag, PvdQ acylase and Rtt109 Vps75, for some of the entries so far:
entry	SMILES	HTR5A ag	PvdQ acylase	Rtt109 Vps75
13	CC(C)CNC(=O)/C=C/C=C/CCCC/C=C/c1ccc2c(c1)OCO2	11	-10	-9
14	COc1ccc(-c2noc(CCC(=O)Nc3ccc(C)c(C)c3)n2)cc1	-2	6	-10
15	Cc1cc([N+](=O)[O-])nn1CCCC(=O)Nc1cc(Oc2ccc(F)cc2)cc([N+](=O)[O-])c1	1	2	-8

(listing goes on)
[21] Nc1nnc(SCC(=O)N2CCN(c3cccc(Cl)c3)CC2)n1-c1ccccc1
[22] CCN(C(=O)c1cc2cc3ccc(C)cc3nc2o1)c1ccc(OC)cc1
[23] O=C(Cc1nnc(NC(=O)c2ccccc2)s1)N/N=C\c1ccc(O)c(O)c1
[24] CCOC(=O)C1CCCN(Cc2ccc(-c3ccccc3)cc2)C1 (configuration not stated)
[25] CC(C)c1c(C(=O)N/N=C/c2cccc3ccccc23)nnn1-c1nonc1N
[26] CCCCNc1c(-c2ccc(OC)c(Sc3ccc(OC)cc3)c2)nc2cnccn12
[27] COCCN1Cc2cccc(C(=O)Nc3c(C)cccc3C)c2C1=O
[28] CCOC(=O)C(=CNc1ccc(NC2=NCC(C)(C)S2)cc1)C(=O)OCC
[29] Clc1ccc2[nH]c3c(c2c1)CCc1cn[nH]c1-3
[30] CC1(C)Cc2c(c(N3CCOCC3)nc3snc(Br)c23)CO1
assay / compound	21	22	23	24	25	26	27	28	29	30
cardiac RTF act	1	-2	0	-9	-1	-4	1	7	-19	-1
HTR5A ag	-1	-1	5	2	1	5	1	4	10	2
Wnt act	nt	0	-3	-1	-1	-4	nt	6	nt	-4
CDK5 inh	-2.4	0.8	1.4	-0.6	-1.5	0.0	-0.9	-2.1	1.1	0.5
PvdQ acylase	-7	4	-17	-19	3	0	-1	-10	22	-5
SR-BI DiI-HDL act	-18	-5	13	13	-55	-33	20	-11	-22	-30
SR-BI DiI inh	18	5	-13	-13	55	33	-20	11	22	30
MITF act	-2	14	-9	10	-16	-2	nt	-22	9	5
Rtt109 Vps75	6	8	-4	5	3	-27	7	1	37	0
dFosB act	-4	-32	2	-3	?	-4	4	-17	3	-12

[31] Cc1ccc(/C=N/NC(=O)c2cccc([N+](=O)[O-])c2)o1
[32] COC(=O)Cc1ccc2sc(-c3ccccc3)nc2c1
[33] O=c1cc(CO)oc(C(Nc2ccccn2)c2ccc(C(F)(F)F)cc2)c1O (configuration not stated)
[34] Cc1nn(-c2ccccc2)c(=S)n1-c1ccccc1
[35] Cc1ccc(/C=C/C(=O)NCCc2c[nH]c3ccccc23)o1
[36] CCC(C)(O)c1[nH]c2ccc(C(=O)OC)cc2c1C (configuration not stated)
[37] O=C(O)c1cccc(CN2C(=O)SC(Nc3cccc4ccccc34)C2=O)c1 (configuration not stated)
[38] CS(=O)(=O)N(CC(=O)N1CCCC1)c1ccc(Cl)c(Cl)c1
[39] CC(=O)N1CCN(CC(=O)Nc2ccc3c(c2)CCC3)CC1
[40] O=C(CN1CCN(S(=O)(=O)c2ccc(Cl)c(C(F)(F)F)c2)CC1)NC(=O)NC1CCCCC1
assay / compound	31	32	33	34	35	36	37	38	39	40
cardiac RTF act	-3	1	2	0	1	11	4	-1	-1	-5
HTR5A ag	4	2	3	-1	0	1	2	4	-5	-8
Wnt act	-1	nt	nt	nt	-2	1	40*	0	2	-2
CDK5 inh	-0.2	14	-1.1	-3.0	-0.2	-7.1	1.6	1.9	-2.3	0.4
PvdQ acylase	-10	2	-3	-16	-16	-6	7	6	-9	-9
SR-BI DiI-HDL act	21	nt	55	17	21	-13	11	21	-8	0
SR-BI DiI inh	-21	nt	-55	-17	-21	13	-11	-21	8	0
MITF act	-1	21	-5	-5	-1	45	-9	-6	19	-1
Rtt109 Vps75	2	-3	0	7	11	0	25	nt	-2	6
dFosB act	2	-13	-1	-3	-5	-3	8	-5	-10	-9

Retrieved by compound from the list above (two):
[32] COC(=O)Cc1ccc2sc(-c3ccccc3)nc2c1
[31] Cc1ccc(/C=N/NC(=O)c2cccc([N+](=O)[O-])c2)o1
assay / compound	32	31
cardiac RTF act	1	-3
HTR5A ag	2	4
Wnt act	nt	-1
CDK5 inh	14	-0.2
PvdQ acylase	2	-10
SR-BI DiI-HDL act	nt	21
SR-BI DiI inh	nt	-21
MITF act	21	-1
Rtt109 Vps75	-3	2
dFosB act	-13	2

The list continues.
[41] CCCCc1cc(=O)oc2c(CN(C)C)c(O)ccc12
[42] Cc1ccc(C)c(-n2c(SCC(N)=O)nnc2-c2ccccn2)c1
[43] C/C(=N\O)c1ccc2c(c1)OCCO2
[44] O=C(NCc1ccco1)C1CCC(N2C(=O)c3ccccc3C2=O)CC1 (configuration not stated)
[45] COc1ccc(C2=NN(C(=O)CSc3ncccn3)C(c3ccc(C)cc3)C2)cc1 (configuration not stated)
assay / compound	41	42	43	44	45
cardiac RTF act	-4	5	2	5	18
HTR5A ag	2	2	4	-2	8
Wnt act	-7	nt	0	-2	-5
CDK5 inh	-0.6	-1.0	-1.4	-0.2	-0.6
PvdQ acylase	-21	-18	6	-8	-17
SR-BI DiI-HDL act	21	-3	21	-3	-15
SR-BI DiI inh	-21	3	-21	3	15
MITF act	-3	-3	-4	-7	10
Rtt109 Vps75	-433	-7	-2	-18	2
dFosB act	-10	0	-9	-14	-1

High-throughput results deposited in PubChem by several laboratories.
